Source: PubChem
NPYLR7 ag: agonists of mosquito NPYLR7 receptor, primary screen, cell-based, Aedes aegypti, calcium fluorescence, mosquito biting behavior; HEK293T NPYLR7/Galpha15, GCaMP6s calcium fluorescence; actives 0.15% (n = 270,000); AID 1259423, 2018; Aedes aegypti neuropeptide Y-like receptor 7 (NPYLR7); activation, % at 10 µM; in the data active = activation above about 40%;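 note: 0% = vehicle and 100% = reference agonist at the receptor; some compounds past the cut are filed as inactive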
mcGAS lum: cyclic GMP-AMP synthase inhibitors, mouse, primary biochemical chemiluminescence | recombinant cGAS, Kinase-Glo ATP depletion luminescence | inhibition, % at 12.5 µM | actives 0.15% (n = 160,000) | AID 1259399, 2018;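 note: 0% = negative control wells and 100% = reference inhibitor with no enzyme activity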
hcGAS inh: Primary biochemical luminescence assay for human cyclic GMP-AMP synthase inhibitors | inhibition, % at 12.5 µM | recombinant h-cGAS, ATP depletion, Kinase-Glo luminescence | actives 0.081% (n = 290,000) | Q8N884 | AID 1259398, 2018;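 note: 0% = vehicle reaction and 100% = reaction without DNA for no activity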
Target sequence (Q8N884 whole entry, looked up): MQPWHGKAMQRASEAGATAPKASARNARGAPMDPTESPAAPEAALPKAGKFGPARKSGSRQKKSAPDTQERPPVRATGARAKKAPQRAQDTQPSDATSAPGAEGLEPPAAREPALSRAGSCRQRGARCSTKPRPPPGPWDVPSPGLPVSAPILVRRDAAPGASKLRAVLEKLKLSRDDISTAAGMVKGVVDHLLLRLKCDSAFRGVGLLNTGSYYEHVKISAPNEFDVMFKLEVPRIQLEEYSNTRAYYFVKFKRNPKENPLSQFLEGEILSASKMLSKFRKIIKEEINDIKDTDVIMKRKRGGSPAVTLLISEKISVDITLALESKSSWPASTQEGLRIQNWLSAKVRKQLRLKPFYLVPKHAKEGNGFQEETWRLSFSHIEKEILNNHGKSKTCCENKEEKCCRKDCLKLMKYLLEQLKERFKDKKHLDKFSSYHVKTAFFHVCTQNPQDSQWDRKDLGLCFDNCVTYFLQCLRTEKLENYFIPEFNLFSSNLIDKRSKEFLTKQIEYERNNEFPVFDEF
Numbers without * were called inactive; / = no result given; & = joins results of further samples. Cut-off read from the data, not from the text of the source, unless noted: active = inhibition above about 40%; inactive = the rest. The order is random (roughly 0.29% active in at least one column).

SMILES | NPYLR7 ag | mcGAS lum | hcGAS inh
O=C(NCc1cc(C(F)(F)F)ccc1F)c1cc(-c2ccc3c(c2)OCO3)nc2ccccc12 | 5 | -6 | -3
Nc1ncnc(NN=Cc2ccc3ncccc3c2)c1[N+](=O)[O-] | 8 | / | -32
COc1ccc(C(=O)Nc2c(C)nc3scc(C)n3c2=O)cc1 | 8 | -3 | -1
c1ccc(-c2nc3c(c(NCc4cn5c(n4)SCC5)n2)CCNC3)cc1 | 14 | -12 | -7
CCCCn1c(N)c(N(C)CC(=O)N2c3ccccc3CC2C)c(=O)[nH]c1=O (stereo not given) | 0 | -15 | -6
CC(NC(=O)c1ccc2c(c1)nnn2C)c1ccccc1-n1cccn1 (stereo not given) | 23 | / | -2
O=C(NC(c1ccc(Cl)cc1)c1ccccn1)C1CCN(Cc2ccncc2)CC1 (stereo not given) | 4 | -4 | -3
C[C@@]12CO[C@H](c3ccccc3)C[C@@H]1C[C@@H](N1CCN(S(=O)(=O)c3ccccc3)CC1)C2 | -2 | -7 | -1
COCCCN1C(=O)C(=Cc2c(NCc3ccco3)nc3c(C)cccn3c2=O)SC1=S | 8 | -4 | -1
O=C(O)c1cc(-c2ccccc2)c(C(F)(F)F)s1 | 0 | 3 | 3
Cc1ccc(Cl)c(OC2CC3CCC(C2)N3C(=O)c2ccc(CSCc3ccccc3C)cc2)c1 (stereo not given) | 6 | -2 | -3
Cc1ccc2c(c1)c(C1CCN(S(=O)(=O)c3ccc(S(C)(=O)=O)cc3)CC1)cn2C | -10 | 0 | 2
CCC(C)n1c(C)c(C)n2c3c(=O)n(CCOC)c(=O)n(C)c3nc12 (stereo not given) | -1 | -7 | 3
C=CCn1c(O)c(N=NC(=O)c2ccccn2)c2ccccc21 | -15 | 1 | 0
Cc1nnc(NCCCN2CCc3ccccc32)c(C#N)c1C | 0 | -8 | -5
CCCc1nc(N2CCCN(S(=O)(=O)c3ccc(NC(C)=O)cc3)CC2)c2c(C)nn(-c3ccccc3)c2n1 | 14 | -4 | -4
O=C(O)c1cccnc1Oc1ccc(Br)cc1 | -5 | -1 | 3
Cc1ccc(-n2c(SCc3nc(C(=O)N4CC(C)OC(C)C4)cs3)nnc2-c2ccccc2Cl)cc1 (stereo not given) | 26 | -5 | -4
CCCS(=O)(=O)N1CCN(c2nc(-c3ccccc3)nc(COC)c2Cc2ccccc2F)CC1 | 1 | -1 | 1
CCCC(=O)Nc1cccc(C(=O)NCC2(c3ccccc3)CCOCC2)c1 | / | -12 | -10

The final five entries of the section before come first, to join the parts:
SMILES | NPYLR7 ag | mcGAS lum | hcGAS inh
CCCc1nc(N2CCCN(S(=O)(=O)c3ccc(NC(C)=O)cc3)CC2)c2c(C)nn(-c3ccccc3)c2n1 | 14 | -4 | -4
O=C(O)c1cccnc1Oc1ccc(Br)cc1 | -5 | -1 | 3
Cc1ccc(-n2c(SCc3nc(C(=O)N4CC(C)OC(C)C4)cs3)nnc2-c2ccccc2Cl)cc1 (stereo not given) | 26 | -5 | -4
CCCS(=O)(=O)N1CCN(c2nc(-c3ccccc3)nc(COC)c2Cc2ccccc2F)CC1 | 1 | -1 | 1
CCCC(=O)Nc1cccc(C(=O)NCC2(c3ccccc3)CCOCC2)c1 | / | -12 | -10
C#Cc1ccc(NC(=O)C2(C)CCN2C(=O)CCc2ccccc2)cc1 (stereo not given) | 8 | -4 | -9
CN(CCC1CCCCO1)C(=O)c1cc(Cn2cnc3ccccc32)on1 (stereo not given) | 2 | / | 6
Cc1cc(C)n(-c2nnc(C)n2/N=C\c2cc(Br)ccc2OCc2ccccc2)n1 | -2 | -5 | -1
CCCc1ccc(S(=O)(=O)N(C)CCCN2c3ccccc3CCc3ccccc32)cc1 | -8 | / | -9
Cc1ccc(NC(=O)c2cccn(OCc3ccccc3)c2=O)c(C)c1 | 0 | -1 | -2
COc1ccc(C2CCCN2C(=O)c2ccc(Cn3cncn3)cc2)cc1 (stereo not given) | -1 | -7 | -3
COc1ccc(OC)c(NC(=O)CC(=O)NCc2ccc3c(c2)OCO3)c1 | -2 | 2 | 7
COc1ccc(/C=C/C(=O)NCCc2csc3nc(-c4ccc(C)cc4)nn23)cc1OC | 2 | -7 | -6
Cc1ccc(NC(=O)CSc2ncc(S(=O)(=O)c3ccccc3)c(=O)[nH]2)cc1C | -8 | 2 | -4
COc1cccc(Cl)c1-c1ccc2oc(C)nc2c1 | 5 | / | -1
COc1ccc2nc(-c3cccc(NC(=O)C4CCCCC4)c3)cn2n1 | -7 | -1 | -1
Cc1nc(C)c(-c2cccc(C(=O)O)c2)s1 | 1 | -14 | -4
Cc1ccc(CCNC(=O)C2CCC(=O)N(CC3CCCCC3)C2)s1 (stereo not given) | -1 | / | 4
OCCC1CN(Cc2ccc(F)cc2)CCN1Cc1ccc(F)c(F)c1 (stereo not given) | -1 | / | -3
Cc1cccc(-c2ccc(C(=O)N3CCCCC3CCn3cccn3)cn2)c1 (stereo not given) | 3 | / | -5
C/C=C(/C)C(=O)O[C@@H]1[C@H](OC(C)=O)[C@@]2(CO)C(CC1(C)C)C1=CCC3[C@@]4(C)CC[C@H](O[C@@H]5O[C@H](C(=O)O)[C@@H](O[C@@H]6O[C@H](CO)[C@@H](O)[C@H](O)[C@H]6O)[C@H](O)[C@H]5O[C@@H]5O[C@H](CO)[C@@H](O)[C@H](O)[C@H]5O)[C@](C)(CO)C4CC[C@@]3(C)[C@]1(C)C[C@H]2O (stereo not given in full) | -4 | / | 1
O=C(O)C1C2CC=CC2c2cc(Br)cc3c2N1CC1CC=CC31 (stereo not given) | -1 | -7 | -4
Cc1cc(C)cc(NC(=O)c2cc(C)c(C)c(S(N)(=O)=O)c2)c1 | 2 | / | -7
O=C(NCCn1nc(-c2ccc(Cl)cc2)ccc1=O)c1ccc(I)cc1 | -2 | 1 | -1
O=C(CNC(=O)c1cccc(Cl)c1)Nc1ccc2c(c1)CCC2 | 2 | -2 | -6

4 entries from above in a different format.
structure: CCCc1nc(N2CCCN(S(=O)(=O)c3ccc(NC(C)=O)cc3)CC2)c2c(C)nn(-c3ccccc3)c2n1
- NPYLR7 ag: 14
- mcGAS lum: -4
- hcGAS inh: -4

structure: O=C(O)c1cccnc1Oc1ccc(Br)cc1
- NPYLR7 ag: -5
- mcGAS lum: -1
- hcGAS inh: 3

structure: Cc1ccc(-n2c(SCc3nc(C(=O)N4CC(C)OC(C)C4)cs3)nnc2-c2ccccc2Cl)cc1 (stereo not given)
- NPYLR7 ag: 26
- mcGAS lum: -5
- hcGAS inh: -4

structure: CCCS(=O)(=O)N1CCN(c2nc(-c3ccccc3)nc(COC)c2Cc2ccccc2F)CC1
- NPYLR7 ag: 1
- mcGAS lum: -1
- hcGAS inh: 1

Later entries:
SMILES | NPYLR7 ag | mcGAS lum | hcGAS inh
CCc1nc(NC(=O)COc2ccc(C#N)cc2)sc1C | 5 | / | -5
CCOC(=O)C1CCN(C2CCN(c3ccc(NC(=O)CCc4ccccc4)cc3)CC2)CC1 | 3 | -13 | -7
CC1(Cc2ccc(OC(F)(F)F)cc2)C(=O)Nc2c(Cl)ccc(Cl)c21 (stereo not given) | 4 | -3 | -2
Cc1c(C(=O)Nc2cccc(C(=O)N(C)C)c2)c(=O)[nH]c2ccccc12 | -2 | -10 | -1
CC(CC(O)c1ccco1)NC(=O)/C=C/c1cccc(Cl)c1 (stereo not given) | -1 | -9 | -6
O=C(c1ccc(Cl)cc1)N1CCSC12C(=O)N(Cc1c(F)cccc1F)c1ccccc12 (stereo not given) | 8 | -6 | -12
CCCCOc1ccc(C(=O)Nc2nnc(C)s2)cc1 | -7 | -4 | 1
Cc1cc(C)c(C(=O)NCC2CCN(Cc3cccs3)CC2)c(C)c1 | -10 | / | 4
Cc1nn2c(-c3cccc(F)c3)cc(C(=O)O)nc2c1-c1ccccc1 | -6 | / | 9
CCOc1ccccc1C(=O)Nc1ccc(N2CCN(C(=O)c3cc(C)oc3C)CC2)nc1 | 23 | -10 | -3
O=C(c1ccc(N2CCC(NCC3(c4ccccc4)CCCC3)CC2)cc1)N1CCCC(CO)C1 (stereo not given) | 4 | -7 | -6
CCCCCN=C(N)N/N=C\c1c[nH]c2ccc(OC)cc12 | -9&56&0 | / | -6&-3&-4
COC(C)(C)CC(C)NCc1cccc(-n2cccn2)c1 (stereo not given) | -20 | / | 1
COCCCNCc1csc(COc2ccccc2)n1 | 18 | / | -2
O=C(/C=C/c1cccc(F)c1)NCC1(O)CCSCC1 | 5 | / | 2
O=C(CC1SC(=Nc2ccccc2)N(c2ccccc2)C1=O)Nc1ccc(N2CCCCC2)cc1 (stereo not given) | -13 | 1 | 2
O=C(NCc1ccc2sccc2c1)c1c(OCc2cccnc2)nn2ccsc12 | -4 | / | 0
CCC(NC(=O)CCc1nc2cc(S(=O)(=O)N(C)C)ccc2n1CC)c1ccc(C)cc1 (stereo not given) | 2 | / | -5
COc1ccc(OC)c(S(=O)(=O)N2CCC(n3c(=O)[nH]c4ccccc43)CC2)c1 | -7 | -4 | -7
COCCN(CC(=O)N(CCc1c[nH]c2ccccc12)Cc1ccccc1OC)C(=O)Nc1ccccc1F | / | -4 | -2

5 entries from above, arranged by molar mass, descending.
SMILES | NPYLR7 ag | mcGAS lum | hcGAS inh
O=C(c1ccc(Cl)cc1)N1CCSC12C(=O)N(Cc1c(F)cccc1F)c1ccccc12 (stereo not given) | 8 | -6 | -12
Cc1cc(C)c(C(=O)NCC2CCN(Cc3cccs3)CC2)c(C)c1 | -10 | / | 4
Cc1c(C(=O)Nc2cccc(C(=O)N(C)C)c2)c(=O)[nH]c2ccccc12 | -2 | -10 | -1
Cc1nn2c(-c3cccc(F)c3)cc(C(=O)O)nc2c1-c1ccccc1 | -6 | / | 9
CCCCCN=C(N)N/N=C\c1c[nH]c2ccc(OC)cc12 | -9&56&0 | / | -6&-3&-4

Going on with the list.
SMILES | NPYLR7 ag | mcGAS lum | hcGAS inh
O=C(CNC(=O)c1ccc2c(c1)OCO2)NCCc1nc2ccccc2[nH]1 | 21 | / | -15
N#Cc1cc(Oc2cccc3cccnc23)nc2ccccc12 | 2 | -3 | 1
CCOCCn1cc(C2CCN(S(=O)(=O)c3ccccc3C(F)(F)F)CC2)c2ccccc21 | 30 | -8 | 0
CCC1=NN2C(=N)/C(=C/c3cccs3)C(=O)N=C2S1 | -2 | / | 36
CN1CCN(/N=C\c2c(C(F)(F)F)[nH]n(-c3nc4ccccc4s3)c2=O)CC1 | -4 | / | 15
CNC(=O)c1cccc(N(C)CC(=O)Nc2c(C)cc(C)cc2C)n1 | 0 | / | -4
CCOC(=O)C1(Cc2ccc(Cl)cc2)CCN(CC(O)CO)CC1 (stereo not given) | 5 | / | -5
COC(=O)C(C)(Cc1ccccc1)NC(=O)c1ccc(-n2nc(-c3ccc(OC)cc3)cc2N)cc1 (stereo not given) | 6 | -3 | -4
O=C(c1ccc(-c2cccc(Cl)c2)s1)N1CC=C(c2ccccc2)CC1 | 24 | -7 | -3
CCCCSCC(=O)Nc1cc(C(=O)NC)ccc1C | 8 | -4 | -7
COc1ccc(CC2(CO)CCN(c3cnc4ccccc4n3)CC2)cc1 | -2 | / | 2
COc1cc2c(cc1OC)-c1c(oc3cc(O)cc(O)c3c1=O)CO2 | 20 | / | 1
NC(=O)c1ccc(-c2ccc(F)c(CO)c2)cc1 | 12 | / | -5
O=C1NC2(Nc3sc4c(c31)CCCC4)C(=O)Nc1ccccc12 (stereo not given) | -1&-5 | 0&2 | -1&0
COc1ccc(Cl)cc1S(=O)(=O)N1CCN(c2cccc(C)c2C)CC1 | 4 | / | -10
CCOC(=O)c1c(C)nn(-c2ccc(C(=O)Nc3cccc(Cl)c3)cc2)c1C | 1 | -2 | -3
C/C(=N/O)c1ccc2c3ccccc3n(C)c2c1 | 1 | / | 3
N[C@@H]1CC[C@@H](NC(=O)c2ccnc(-n3cnnc3)c2)C1 | 1 | -12 | -8
CCCc1nc(C(=O)NCc2ccc3c(c2)n(C)c(=O)n3C)cs1 | 8 | -14 | -2
Clc1ccc2c(NCc3ccco3)nc(Cc3ccccc3)nc2c1 | 0 | -5 | -4
CC(C)CN(CC(=O)Nc1cc(-c2ccccc2)nn1-c1ccc(F)cc1)C(=O)COCc1ccccc1 | -4 | -5 | -5
O=C(NCc1cccc(N2CCOC2=O)c1)c1cc2c(s1)CCCCC2 | 9 | / | -4
CCc1nc2c(OCc3ccc(C#N)cc3)cccn2c1N(C)C(=O)c1ccc(C)cc1 | -20 | 2 | 4
CCCc1c(C(=O)N2CCCC(C(=O)OCC)C2)cnn1-c1ccc([N+](=O)[O-])cc1 (stereo not given) | 19 | -6 | -10
C(=C\c1ccccc1)/CN1CCN(c2cc(-c3ccccc3)nc3ncnn23)CC1 | / | -7 | -4
COc1cccc(CC2(CO)CCCN(Cc3ccncc3)C2)c1 (stereo not given) | -1 | -2 | -1
COCCNCC(=O)N(Cc1ccc2c(c1)OCO2)Cc1sccc1C | -7 | -6 | -9
O=C(COc1ccc(F)cc1)N1CCN(c2ccc3nnc(-c4ccco4)n3n2)CC1 | 3 | -9 | -5
COC(=O)CNC(=O)c1csc(-c2cc3ccccc3n2C)n1 | 0 | / | -2
